Screening results deposited in PubChem BioAssay by Sanford-Burnham Center for Chemical Genomics.
beta cell repl – inducers of beta-cell replication in MIN6 cells; MIN6 cells proliferation, ATPlite luminescence, 48 h; cells starved in 0.2% serum; 100% = growth in 10% serum; proliferation, % at 10 µM; hit rate 0.29% among 330,000; AID 2380;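 active means compounds whose signal lies at least 3.5 SD above the mean of all wells on their plate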;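 further: 0% = DMSO-treated cells in low-serum medium and 100% = 10% serum control; some compounds called inactive have numbers as strong as hits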
mIAP act – mouse IAP activation | activation factor at 10 µM | hit rate 0.24% among 330,000 | muIAP, CDP-Star luminescence, 30 min; stronger effect = higher value; 1 = vehicle-only enzyme signal, 0 = enzyme-free wells | AID 2805;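 active means activation factor of at least 2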; further: the source names both 10 and 20 µM as test concentration; values of inactives mirror those of a sister screen read the other way
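also added = chemiluminescent substrate CDP-Star | test system = mouse IAP enzyme | signal = chemiluminescence readout | compound = DMSO-dissolved test compounds | incubation = 30 min at room temperature | benchmarks = DMSO wells, no-enzyme wells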
APOBEC3G inh – inhibitors of human APOBEC3G DNA deaminase; Q9HC16; recombinant A3G, ssDNA deamination FAM/TAMRA fluorescence; inhibition, % at 20 µM; hit rate 0.28% among 330,000; AID 493012;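 active means inhibition of at least 40% at 20 µM, with no more than 30% in the related APOBEC3A deaminase screen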;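 further: plate controls were DMSO wells with A3G for no effect and wells lacking A3G enzyme for full effect; some compounds called inactive have numbers as strong as hits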
hIAP block – human IAP inhibition | P09923 | purified IAP, CDP-Star luminescence, 30 min | inhibition, % at 10 µM | hit rate 0.12% among 330,000 | AID 2544;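 active means inhibition reaching a set limit with compound at 10 µM in the primary screen, cut at about 35% in these data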;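 further: plate controls were DMSO wells with enzyme for no effect and no-enzyme buffer wells for full effect; values of inactives mirror those of a sister screen read the other way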
Target sequence (P09923 whole entry, looked up): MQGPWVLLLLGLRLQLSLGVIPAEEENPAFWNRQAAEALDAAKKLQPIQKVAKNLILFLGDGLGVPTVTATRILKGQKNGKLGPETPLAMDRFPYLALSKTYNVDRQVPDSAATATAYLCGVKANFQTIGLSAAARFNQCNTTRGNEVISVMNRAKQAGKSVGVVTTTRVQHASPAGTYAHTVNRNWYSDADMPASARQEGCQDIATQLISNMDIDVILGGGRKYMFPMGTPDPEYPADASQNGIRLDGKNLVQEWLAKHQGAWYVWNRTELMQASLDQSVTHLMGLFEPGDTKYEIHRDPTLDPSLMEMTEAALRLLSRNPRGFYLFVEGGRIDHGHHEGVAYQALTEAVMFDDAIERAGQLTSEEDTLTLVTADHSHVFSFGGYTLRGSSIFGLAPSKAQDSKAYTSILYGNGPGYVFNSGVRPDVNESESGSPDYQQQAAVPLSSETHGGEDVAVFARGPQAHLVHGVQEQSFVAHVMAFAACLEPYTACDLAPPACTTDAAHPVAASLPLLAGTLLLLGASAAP
GRIN3A LBD mod – modulates the human NR3A ligand-binding domain | NR3A LBD differential scanning fluorimetry, Tm shift; 0% = protein alone, 100% = glycine-bound protein | Tm shift relative to glycine control, % at 25 µM | hit rate 2.5% among 340,000 | AID 1259313;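 active means melting temperature shift of at least 10% of the positive control shift, at one fixed dose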
hIAP act – increases human intestinal alkaline phosphatase activity. AID 2524. P09923. hit rate 0.16% among 330,000. activation factor at 10 µM. purified human IAP, CDP-Star luminescence, 30 min; stronger effect = higher value; 1 = vehicle-only enzyme, 0 = enzyme-free background;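 active means activation factor of the enzyme at least 2-fold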; further: the source names both 10 and 20 µM as test concentration; values of inactives mirror those of a sister screen read the other way
mIAP block – mouse IAP inhibition; purified mouse IAP, CDP-Star luminescence, 30 min; inhibition, % at 10 µM; hit rate 0.2% among 330,000;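 active means inhibition of at least 40% at 10 µM in the primary screen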;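 further: plate controls were DMSO with enzyme for no effect and no enzyme wells for full effect; values of inactives mirror those of a sister screen read the other way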
MPTP inh – inhibitors of mitochondrial permeability transition pore; isolated mouse mitochondria, Ca2+ swelling absorbance, 30 min; hit rate 1.4% among 360,000; inhibition, % at 10 µM;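 active means inhibition of 50% or more, scaled per plate between neutral and stimulator controls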;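 further: 0% = DMSO wells given calcium and 100% = 1 mM EGTA wells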
A3A deaminase – inhibitors of human APOBEC3A DNA deaminase; recombinant A3A, FAM/TAMRA ssDNA deamination fluorescence; inhibition, % at 20 µM; hit rate 0.41% among 330,000;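 active means at least 40% inhibition at 20 µM here, with at most 30% in a related deaminase screen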;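 further: plate controls were A3A with DMSO for no effect and wells lacking A3A enzyme for full effect; some results filed as inactive read as strong as hits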
Target sequence (P31941 whole entry, looked up): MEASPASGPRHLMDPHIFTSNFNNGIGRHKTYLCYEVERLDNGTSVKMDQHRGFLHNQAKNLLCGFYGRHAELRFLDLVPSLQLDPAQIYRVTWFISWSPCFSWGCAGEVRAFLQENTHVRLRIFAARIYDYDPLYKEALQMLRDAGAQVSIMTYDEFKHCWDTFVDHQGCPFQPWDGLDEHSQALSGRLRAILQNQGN
The depositor's hits bear a star.

The line under a structure holds: mIAP block	GRIN3A LBD mod	mIAP act	MPTP inh	APOBEC3G inh	hIAP block	A3A deaminase	hIAP act	beta cell repl
- COc1cc(C(F)(F)F)c(C(=O)N(C)Cc2cccc(Cl)c2)cn1
    -3	14*	1	1.7	4	18	4	0.82	-3
- O=C(NCc1ccccn1)c1ccc(OC2CCN(Cc3ccc(F)cc3F)CC2)cc1
    -1	-2	1	-1.9	4	-47	-1	1.5	-3
- Cc1ccc(C(=O)NCCc2nnc3ccc(NCCCN4CCOCC4)nn23)cc1
    0	1	0.99	-0.2	0	14	0	0.86	-1
- COCc1cc(C)nc(OCC(=O)N/N=C/c2cc(C)n(-c3c(C)cccc3C)c2C)c1C#N
    3	0	0.97	56*	-5	10	-1	0.9	-1
- CN(C(=O)CSc1ncnc2sc3c(c12)CCCC3)C1CCS(=O)(=O)C1 (stereo not given)
    10	-1	0.9	0.2	-10	1	-18	0.99	3
- Cc1ccc(N=Cc2c(O)n(-c3nccs3)c(=O)c3ccccc23)c(C)c1
    0	-3	1	1.7	-6	9	-3	0.91	-1
- O=C(Nc1ccccc1Br)C(=O)N1CCCC1
    -5	-1	1	-0.4	-1	4	-4	0.96	-1
- COc1ccc(NC(=O)c2nnn(CC(=O)Nc3ccccc3OC)c2N)c(OC)c1
    -6	3	1.1	0.3	-3	8	0	0.92	-1
- O=C(OC(C(=O)NC1CCCCC1)c1ccc(C(F)(F)F)cc1)c1ccco1 (stereo not given)
    -5	-6	1.1	-2.4	9	-12	3	1.1	0
- CSc1ncccc1C(=O)OCCCC(=O)c1ccc(F)cc1
    1	0	0.99	-0.4	-6	0	-4	1	6
- CC(CN)(NS(=O)(=O)c1ccccc1)c1ccccc1 (stereo not given)
    3	0	0.97	0.4	0	0	-2	1	-4
- Nn1c(SCC(=O)N2CCCCCC2)nnc1-c1ccncc1
    4	-3	0.96	0.0	-2	12	-2	0.89	4
- COc1cccc(-c2nc(-c3ccncc3)no2)c1
    -1	-2	1	-0.4	-7	-2	-2	1	-3
- CCC(C)NC(=O)NC(=O)CSc1nnc(-c2ccccc2F)n1C1CC1 (stereo not given)
    8	0	0.92	-0.6	-7	9	-4	0.91	-1
- CC(C)(CNc1ccc([N+](=O)[O-])cc1C#N)N1CCOCC1
    1	1	0.99	0.5	-12	16	-2	0.84	-4
- O=C(CN1C(=O)NC(Cc2ccccc2)C1=O)Nc1ccc(OC(F)F)cc1 (stereo not given)
    3	4	0.97	-0.8	-11	1	-2	0.99	1
- CC(C)(C)n1nc2c(c1NC(=O)Cc1cccc3ccccc13)CS(=O)C2 (stereo not given)
    -11	1	1.1	-0.6	-4	17	3	0.83	-2
- COc1cccc(CNC(=O)c2csc3c2CCCC3)c1
    0	1	0.99	0.0	-7	9	-4	0.91	-3
- CN(C)/C=C1\N=C(c2cccnc2Oc2ccc(Cl)cc2)OC1=O
    -1	-1	1	4.0	-7	-4	0	1	1
- CC(Oc1ccc(Cl)cc1)C(=O)N1CCN(C(=O)c2ccco2)CC1 (stereo not given)
    -4	1	1	-0.7	-7	8	-1	0.92	2
- COc1ccc(S(=O)(=O)N=Nc2c(O)[nH]c3ccccc23)cc1
    1	-2	0.99	0.2	-3	-10	-3	1.1	3
- O=C(N/N=C/C(Br)=C/c1ccccc1)c1cnccn1
    6	-1	0.94	0.4	-8	-6	-4	1.1	-6
- O=C(c1ccc(COc2ccc(F)cc2)o1)n1cccn1
    -4	-1	1	0.6	-4	1	0	0.99	0
- CCCCSc1nc(O)c(C2OC(=O)c3c2ccc(OC)c3OC)c(=O)n1C (stereo not given)
    4	-2	0.95	0.1	-4	-7	1	1.1	-4
- COCC(C)n1c(COc2ccccc2F)nnc1SCC(=O)c1c(N)n(C)c(=O)n(C)c1=O (stereo not given)
    -5	-3	1	1.0	-7	3	0	0.97	-2
- CCOC(=O)c1ccc(NC(=O)CCc2nc(-c3cccc(C)c3)no2)cc1
    -9	9	1.1	85*	-3	-12	1	1.1	-4
- COc1ccc(C(C)NC(=O)c2ccc(Cl)cc2)cc1OC (stereo not given)
    -1	-4	1	-0.5	-3	1	2	0.99	0
- CC(C(=O)NCC(=O)Nc1ccc(F)c(F)c1F)N1CCN(Cc2ccc(C#N)cc2)CC1 (stereo not given)
    -5	0	1.1	-0.9	-10	16	-3	0.83	2
- COc1ccc(C(=O)NCc2ccc(F)cc2)cc1S(=O)(=O)N1CCCC1
    -5	-1	1.1	0.3	-5	-5	2	1	-2
- CCN(CC)C(=O)C(=O)c1cccn1-c1ccccc1C#N
    5	-1	0.95	-2.5	0	-8	5	1.1	-2
- c1ccc2c(NCCc3c[nH]c4ccccc34)c3ccccc3nc2c1
    1	2	0.99	1.6	-5	23	2	0.77	-6
- COc1ccc(-c2cn3c(C)c(C(=O)Nc4cccc(NC(C)=O)c4)sc3n2)cc1
    -3	13*	1	80*	-3	-8	-3	1.1	-6
- CC(=O)Nc1ccc(C(=O)OCc2ccccc2Cl)cc1
    -2	-10	1	3.3	-2	1	1	0.99	-4
- CCc1noc(C)c1C(=O)N1CCN(S(=O)(=O)c2c(C)cc(C)cc2C)CC1
    -1	4	1	-2.2	-3	-9	0	1.1	5
- CN(C)C(=O)[C@H]1C[C@H]1[C@@H](O)[C@H](CO)NC(=O)[C@H](COCc1ccccc1)NC(=O)OC(C)(C)C
    -1	0	1	-0.3	-13	1	-2	0.99	-4
- O=c1c(C/C=C/c2ccccc2)c(O)ccn1Cc1ccc(Cl)cc1Cl
    -1	-2	1	1.1	-7	-7	-4	1.1	-5
- COCCSc1ccccc1C(=O)NCc1ccco1
    0	0	1	0.0	-2	-18	-2	1.2	-4
- COc1cccc(CN2CCN(c3nc4nonc4nc3NC3CC3)CC2)c1
    5	-1	0.95	1.4	-3	7	-2	0.93	0
- CC(=O)Nc1ccc(S(=O)(=O)N2CCN=C2SCc2ccc([N+](=O)[O-])cc2)cc1
    -2	-2	1	5.1	-4	-2	1	1	-4
- CCCOc1ccc(N2C(=O)CC(SC(=NCC)Nc3cccc(F)c3)C2=O)cc1 (stereo not given)
    2	0	0.98	4.5	-1	2	0	0.98	-3
- O=C(Oc1ccc(C(=S)N2CCOCC2)cc1Br)c1ccccc1F
    -7	-6	1.1	1.6	-1	11	-1	0.89	0
- Cc1cc(C)nc(NS(=O)(=O)c2ccc(NC(=O)c3ccc(S(=O)(=O)N(C)C)cc3)cc2)n1
    4	2	0.96	-0.6	-3	-3	-1	1	-2
- CC(C)CN(C(=O)CC1OC(=O)c2ccccc21)c1c(N)n(Cc2ccccc2)c(=O)[nH]c1=O (stereo not given)
    -4	-2	1	-0.9	-11	-2	10	1	-1
- Cc1cc(C)n(C(=O)Cn2nc(C(F)F)cc2C)n1
    3	2	0.97	0.5	3	-14	3	1.1	3
- CCOc1ccc(N(CC(=O)Nc2ccccc2)S(C)(=O)=O)cc1
    -2	0	1	19	9	3	43*	0.97	-2
- COc1ccc(/C=C/C(=O)OCC(=O)Nc2ccc(Cl)cc2F)cc1S(=O)(=O)N1CCOCC1
    7	-4	0.93	7.0	-9	3	1	0.97	4
- CC(C)C1N(C(=O)N(C)C)CCN1S(=O)(=O)c1ccccc1 (stereo not given)
    4	-1	0.96	-2.5	-5	-20	-3	1.2	0
- O=C(O)CNS(=O)(=O)c1cccc2nsnc12
    3	1	0.97	-1.4	-9	-15	-5	1.1	-2
- CCC(=O)N/N=C/c1ccc(-c2ccc([N+](=O)[O-])cc2)o1
    5	0	0.95	0.5	-5	5	-1	0.95	-1
- O=C(c1cccnc1NCc1ccc(F)cc1)N1CCOCC1
    -9	-3	1.1	-1.9	-6	2	-3	0.98	-1
- CCOc1ccc(S(=O)(=O)N2CCC(C(=O)NC3CC3)CC2)cc1C
    12	-1	0.88	-1.8	-9	2	-2	0.98	0
- CCOC(=O)Cc1ccc2sc(-c3ccccc3)nc2c1
    3	1	0.97	0.3	-1	7	2	0.93	-3
- O=C(COC(=O)CCCCCN=C1NS(=O)(=O)c2ccccc21)Nc1ccc(Cl)c(Cl)c1
    -3	22*	1	8.8	-2	7	2	0.93	1
- COc1ccc(CCNC(=O)C(=O)NCC2CCCN2S(=O)(=O)c2ccccc2)cc1OC (stereo not given)
    5	1	0.95	1.1	-9	10	-2	0.9	1
- C=CCN1C(=O)N(c2ccc(Cl)cc2)C(=O)C1CC(=O)Nc1ccc(F)cc1 (stereo not given)
    8	-28	0.93	-1.0	-7	-5	-1	1.1	-4
- CCOc1ccccc1-c1cc(C(=O)N/N=C/c2ccc(O)c(OC)c2)c2ccccc2n1
    -3	0	1	-0.1	-4	-1	-3	1	3
- Cc1cccc(NC(=O)C2(C)CC3c4ccccc4C2c2ccccc23)c1 (stereo not given)
    -8	-1	1.1	0.9	-4	3	-2	0.97	-2
- COc1ccc(CCn2c(O)c(C=Nc3cccc(F)c3)c(=O)[nH]c2=O)cc1OC
    3	0	0.97	2.2	-5	28	0	0.72	0
- O=[N+]([O-])c1ccc(S(=O)(=O)N2CCN(c3ccc(N4CCOCC4)nn3)CC2)cc1
    10	3	0.9	0.4	-6	-2	0	1	2
- Cc1ccc(S(=O)(=O)N2CCC(C(=O)Nc3nnc(C)s3)CC2)cc1
    5	0	0.95	1.7	-9	21	-3	0.79	-1
- COc1ccc(NC(=O)CSc2nncc(=O)n2N)cc1OC
    2	1	0.98	-2.1	-6	-18	-1	1.2	0
- O=C(CN1CCN(c2ccccc2F)CC1)Nc1nnc(C(F)(F)F)s1
    -10	-1	1.1	0.6	-6	-12	-4	1.1	-1

Results in mIAP act, for some of the entries so far:
Molecule | mIAP act
COc1ccc(C(C)NC(=O)c2ccc(Cl)cc2)cc1OC (stereo not given) | 1
CC(C(=O)NCC(=O)Nc1ccc(F)c(F)c1F)N1CCN(Cc2ccc(C#N)cc2)CC1 (stereo not given) | 1.1

Entries of single compounds from above. Order of values: mIAP block, GRIN3A LBD mod, mIAP act, MPTP inh, APOBEC3G inh, hIAP block, A3A deaminase, hIAP act, beta cell repl
Cc1cccc(NC(=O)C2(C)CC3c4ccccc4C2c2ccccc23)c1 (stereo not given) is listed with -8, -1, 1.1, 0.9, -4, 3, -2, 0.97, -2
CCOc1ccc(N(CC(=O)Nc2ccccc2)S(C)(=O)=O)cc1 is listed with -2, 0, 1, 19, 9, 3, 43*, 0.97, -2
CCOC(=O)c1ccc(NC(=O)CCc2nc(-c3cccc(C)c3)no2)cc1 is listed with -9, 9, 1.1, 85*, -3, -12, 1, 1.1, -4
COCc1cc(C)nc(OCC(=O)N/N=C/c2cc(C)n(-c3c(C)cccc3C)c2C)c1C#N is listed with 3, 0, 0.97, 56*, -5, 10, -1, 0.9, -1
CC(Oc1ccc(Cl)cc1)C(=O)N1CCN(C(=O)c2ccco2)CC1 (stereo not given) is listed with -4, 1, 1, -0.7, -7, 8, -1, 0.92, 2

Outcome played no part in choosing rows; about 5% have a hit in one of these screens.
